Screening data: PubChem, several laboratories
TRPC6 inh – mouse TRPC6 channel inhibition | Q61143 | HEK293-TRPC6, membrane potential dye, ACh-evoked depolarization; active compounds read low | B-score at 10 µM | actives 1.1% (n = 310,000) | AID 2553;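 active = B-score under library mean minus 3 SD, initial fluorescence not abnormally high, positive integrated signal ratio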;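 note: B-score derived from integrated fluorescence ratio over the kinetic read; more negative B-score means stronger inhibition of depolarization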
TRPC4 agonist – activators of mouse TRPC4 channel | Q9QUQ5 | actives 0.49% (n = 310,000) | B-score at 10 µM | HEK293 TRPC4beta/mu-opioid, Fluo4 calcium fluorescence; active compounds read high | AID 2237;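 active = B-score above 5 SD of library B-scores, and initial fluorescence ratio not above library mean plus 5 SD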;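 note: positive B-score marks a calcium rise read as TRPC4 activation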
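Assay system – TRPC4beta and mu-opioid receptor HEK293 stable cells · Measured by – Fluo4 fluorescence, kinetic · Schedule – dye loading 45 min room temperature, 110 s kinetic read · Read-out – B-scored integrated calcium fluorescence ratio · Controls – buffer and maximal DAMGO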
KLF5 inhibitor – suppresses KLF5 promoter-driven expression; DLD-1 KLF5 promoter-luciferase reporter, luminescence; inhibition, % at 5 µM; actives 0.23% (n = 290,000); AID 1700;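 active = inhibition above a per-plate limit of that plate's mean compound inhibition plus 3 SD, cut at about 60% in these data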;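 note: 0% = DMSO wells and 100% = LY294002 at 200 µM; higher means less KLF5 promoter-driven luciferase light; inactives centre near -14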
MrgX1 antag – blocks BAM8-22 activation of human MrgX1 receptor | Q96LB2 | B-score at 10 µM | actives 1.3% (n = 310,000) | MRGX1-HEK293 calcium flux, Fluo-4, BAM8-22 antagonism; active compounds read low;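 active = calcium-response B-score plate-corrected more than 3 library SD below zero, starting fluorescence within 5 deviations, no agonist response on first addition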;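 note: peak minus trough fluorescence over baseline after final BAM8-22 challenge near maximal dose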
Target sequence (Q96LB2 whole entry, looked up): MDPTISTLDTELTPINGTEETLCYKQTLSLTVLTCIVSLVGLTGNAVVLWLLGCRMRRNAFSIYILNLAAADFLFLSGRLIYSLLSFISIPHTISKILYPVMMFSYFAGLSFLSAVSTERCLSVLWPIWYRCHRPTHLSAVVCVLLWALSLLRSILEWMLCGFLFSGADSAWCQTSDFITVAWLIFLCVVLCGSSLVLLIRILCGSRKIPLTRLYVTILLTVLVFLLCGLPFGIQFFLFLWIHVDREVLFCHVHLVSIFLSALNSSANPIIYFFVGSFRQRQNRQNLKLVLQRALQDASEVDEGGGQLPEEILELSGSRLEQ
SKKanGAS inh – SKKanGAS growth inhibition; S. pyogenes SKKanGAS, kanamycin growth, BacTiter-Glo, 6 h; inhibition, % at 7.5 µM; actives 1.3% (n = 300,000); AID 1662;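 active = mean replicate score, as percent of positive control median, at least 50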;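 note: strain carries kanamycin resistance gene driven by streptokinase promoter and grows in 40 µg/ml kanamycin; loss of luminescence reflects streptokinase promoter inhibition or plain growth inhibition; 0% = median of DMSO wells and 100% = positive control at its reference dose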
TRPC4 PAM – TRPC4 (mouse) allosteric potentiation | AID 2227 | actives 0.42% (n = 310,000) | B-score at 10 µM | HEK293 TRPC4beta/mu-opioid, DAMGO EC20, Fluo-4 Ca2+ flux; active compounds read high;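 active = B-score of calcium response area above 5 SD of library B-scores, with initial fluorescence ratio within 5 SD of library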;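 note: B-score of integrated fluorescence ratio over time as area under calcium response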
IEC-6 tox – IEC-6 cytotoxicity, counter-screen for KLF5 inhibitors | luminescence viability | inhibition, % at 5 µM | actives 0.78% (n = 290,000) | AID 1825; in the data active = inhibition above about 22%;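 note: 0% = plate median of test compound wells and 100% = cytotoxic reference compound wells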
TRPC6 act – activators of mouse TRPC6 channel | Q61143 | HEK293-TRPC6 membrane potential dye fluorescence; active compounds read high | B-score at 10 µM | actives 0.13% (n = 310,000);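 active = B-score of the integrated fluorescence ratio above library mean plus 3 SD, and starting fluorescence ratio within library mean plus 5 SD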;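 note: higher score means more depolarization so channel activation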
TRPC4 inh – inhibitors of mouse TRPC4 channel; Q9QUQ5; HEK293 TRPC4beta/mu-opioid, DAMGO-evoked Fluo4 calcium flux; active compounds read low; actives 0.39% (n = 300,000); B-score at 10 µM;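 active = B-score over 3 SD under the library average, no early fluorescence shift, positive overall ratio signal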
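Assay system: TRPC4beta/mu-opioid receptor HEK293 cell line; compound dosing: single concentration per test compound; detection: Fluo4 Ca2+ flux fluorescence; evaluation: per-well B score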
aSyn UTR inh – 5' untranslated region of α-synuclein, MLPCN primary screen. inhibition, % (tested at 7.5 µM). actives 0.82% (n = 300,000). alpha-synuclein 5'UTR reporter, inhibitor activity; in the data active = inhibition above about 60%;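 note: H4 neuroglioblastoma cells stably carrying SNCA 5'UTR luciferase fusion; 0% = DMSO wells and 100% = positive control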
HIF act – HIF pathway transcriptional activation | actives 0.32% (n = 300,000) | AID 1910 | U2OS HRE-luciferase reporter, luminescence; normalized: DMSO 0%, desferrioxamine 100% | activation, % at 7.5 µM (by protocol);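 active = mean activation of at least 10% of the iron chelator positive control signal, with at least half of replicates also reaching 10%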
* = called active by the depositor; i = inactive; . = not tested or not shown.

SMILES	TRPC6 inh	TRPC4 agonist	KLF5 inhibitor	MrgX1 antag	SKKanGAS inh	TRPC4 PAM	IEC-6 tox	TRPC6 act	TRPC4 inh	aSyn UTR inh	HIF act
Cc1ccc(S(=O)(=O)Nc2nc(C)c(C)s2)cc1	i	i	-33	i	-8	i	-3	i	i	23	0.0
Cc1ccc(C2C(C(=O)c3cc4ccccc4o3)=C(O)C(=O)N2c2cc(C)on2)cc1 (stereo unspecified)	i	i	-40	i	59*	i	0	i	i	-9	0.2
Fc1ccc(N2CCN(C3=Nc4cccc5cccc3c45)CC2)cc1	-8.8*	i	-69	i	-2	i	7	i	i	-173	2.3
NCCNc1ccc(C(=O)N2c3ccccc3Sc3ccccc32)cc1[N+](=O)[O-]	-6.2*	i	19	i	-2	i	35*	i	i	1	2.2
COc1ccc(NC(=O)c2c(OC)cccc2OC)c(OC)c1	i	i	-35	i	4	i	-5	i	i	-8	-0.1
COc1ccc(-c2nc(CS(=O)(=O)CC(=O)NC3CCCCCC3)c(C)o2)cc1	i	i	-41	i	21	i	6	i	i	-5	-1.0
Cc1nc2ncnn2c(C)c1CCC(=O)NCc1ccccc1	i	i	-13	i	-3	i	0	i	i	1	-0.3
CCOC(=O)c1oc2ccccc2c1NC(=O)CCl	i	i	-8	i	17	i	-3	i	i	-35	0.1
O=C(Nc1nc2ccc(F)cc2s1)C1CCCO1 (stereo unspecified)	i	i	-221	i	-2	i	-11	i	i	-145	1.4
COCCn1c(=NC(=O)CSC(C)=O)sc2cc(F)ccc21	i	i	-19	-9.3*	2	i	-4	i	i	7	0.3
O=C(Cc1cccc2ccccc12)NN1C(=O)/C(=C\c2cccnc2)SC1=S	i	i	-39	i	4	i	5	i	i	12	0.3
COc1cc(CNn2nnnc2N)cc(Br)c1OCC(=O)NC(C)(C)C	i	i	-15	i	4	i	2	i	i	11	1.3
CC1(C)CC(NC(=O)C23CCC(C)(C2Br)C3(C)C)CC(C)(C)N1 (stereo unspecified)	i	i	-13	i	0	i	3	i	i	.	.
Cn1cccc1/C=N/NC(=O)c1sc2ccccc2c1Cl	i	i	-38	i	27	i	-1	i	i	-80	2.0
Cc1ccc(Oc2ncc(-c3ccc(Cl)cc3)cn2)cc1	i	i	1	i	2	i	4	i	i	-42	0.4
CCOc1ccc(CN2CCC(n3nccc3NC(=O)C3CC3)CC2)cc1CO	i	i	-17	i	-8	i	2	i	i	2	-0.2
COc1ccccc1NCCC(=O)OCC(=O)NC1CCCCC1	i	i	-24	i	-2	i	-1	i	i	-13	-0.3
COc1ccc2c(CSc3nnc(-c4cccnc4)n3-c3ccccc3F)cc(=O)oc2c1	i	i	-7	i	-8	i	-3	i	i	-14	0.1
COc1ccc(C(C)(C)C)cc1NC(=O)CCNC(=O)c1ccco1	i	i	-8	i	-6	i	-5	i	i	-15	-0.4
CCOc1cc(NC(=O)c2ccccn2)c(OCC)cc1NC(=O)CC(C)C	i	i	-5	.	-2	i	1	i	i	-13	0.5
Cc1nn(C(=O)C(C)N2C(=O)c3ccccc3C2=O)c(C)c1Br (stereo unspecified)	i	i	-14	.	13	i	-4	i	i	-15	-0.3
Brc1ccc(CSc2nnc(Cc3c[nH]c4ccccc34)o2)cc1	i	i	-15	i	0	i	5	i	i	-14	0.0
O=C(Cn1cnc2c(oc3ccccc32)c1=O)NCCc1ccccc1	i	i	-9	i	7	i	0	i	i	3	1.0
NNC(=O)CSc1c(-c2cccs2)[nH]c2ccccc12	i	i	-32	i	5	i	7	i	i	-37	-0.1
O=C(NCCN1CCN(C(=O)c2cccs2)CC1)C(=O)Nc1ccc(Br)cc1	i	i	-12	i	-8	i	-3	i	i	9	-18

Single records, from the list above.
Cc1ccc(C2C(C(=O)c3cc4ccccc4o3)=C(O)C(=O)N2c2cc(C)on2)cc1 (stereo unspecified) in the list: TRPC6 inh = i; TRPC4 agonist = i; KLF5 inhibitor = -40; MrgX1 antag = i; SKKanGAS inh = 59*; TRPC4 PAM = i; IEC-6 tox = 0; TRPC6 act = i; TRPC4 inh = i; aSyn UTR inh = -9; HIF act = 0.2
NCCNc1ccc(C(=O)N2c3ccccc3Sc3ccccc32)cc1[N+](=O)[O-] in the list: TRPC6 inh = -6.2*; TRPC4 agonist = i; KLF5 inhibitor = 19; MrgX1 antag = i; SKKanGAS inh = -2; TRPC4 PAM = i; IEC-6 tox = 35*; TRPC6 act = i; TRPC4 inh = i; aSyn UTR inh = 1; HIF act = 2.2

Carrying on.
SMILES	TRPC6 inh	TRPC4 agonist	KLF5 inhibitor	MrgX1 antag	SKKanGAS inh	TRPC4 PAM	IEC-6 tox	TRPC6 act	TRPC4 inh	aSyn UTR inh	HIF act
O=C(Nc1c(F)cc(F)cc1Br)c1cc2nc(C(F)F)cc(C(F)F)n2n1	i	i	9	i	5	i	-4	i	i	22	-0.4
O=[N+]([O-])c1ccc(Sc2ccccn2)nc1	i	i	2	i	7	i	4	i	i	-47	-0.1
COc1cccc(C2=NOC(C(=O)N3CCc4ccccc4C3)C2)c1 (stereo unspecified)	i	i	-10	i	-8	i	8	i	i	-13	1.1
Cc1[nH]c2ccccc2c1C(=O)C(=O)NCc1ccncc1	i	i	-49	i	-9	i	-4	i	i	-4	0.2
CCOC(=O)C1CCCN(C(=O)C2CCCN(S(C)(=O)=O)C2)C1 (stereo unspecified)	i	i	-29	i	1	i	3	i	i	-6	-0.7
CN(C)CCN(C(=O)c1cccc(N2C(=O)CCC2=O)c1)c1nc2ccc(Br)cc2s1	i	i	-45	i	-1	i	-4	i	i	-14	1.9
O=C(O)c1ccc2c(=O)n3c(nc2c1)/C(=C/c1ccccc1OC(F)F)CC3	i	i	-7	i	8	i	-4	i	i	-5	-0.6
CC1=C(C(=O)Nc2ccccc2)C(c2ccco2)C(C#N)=C(SCC(=O)OC(C)C)N1 (stereo unspecified)	i	i	1	-11*	-8	i	4	i	i	-46	0.1
Cc1ccc(C2/C(=C(/O)c3ccc(OC(C)C)cc3)C(=O)C(=O)N2CCN2CCOCC2)cc1 (stereo unspecified)	i	i	-3	i	-2	i	3	i	i	1	-0.1
CCc1nnc(NC(=O)c2ccc(S(=O)(=O)N3CCCCC3C)cc2)s1 (stereo unspecified)	i	i	-11	i	7	i	-1	i	i	-23	-0.1
CCCCC(=O)Oc1cc(C)[nH]c(=O)c1[N+](=O)[O-]	i	i	-25	i	5	i	3	i	i	-20	-0.5
Cc1cc(NS(=O)(=O)c2ccc(NC(=O)CCN3C(=O)c4ccccc4C3=O)cc2)no1	i	i	-27	i	-8	i	1	i	i	31	0.2
C=C(C)C1CC=C(C)/C(=N/NC(=O)c2ccoc2C)C1 (stereo unspecified)	i	i	-99	i	1	i	-3	i	i	-150	2.5
Cc1ccc(C2=[N+]([O-])C(C)(C)N(O)C2(C)C)cc1	i	i	-14	i	21	i	-3	i	i	-18	-0.5
COc1ccc2nc(N3CCCC(O)C3)c(C#N)cc2c1 (stereo unspecified)	i	i	-87	i	-1	i	5	i	i	-114	-0.7
CC(C)(C)c1ccc(-n2ncc3c2CCCC3NC(=O)C2(C(N)=O)CC2)cc1 (stereo unspecified)	i	i	-7	i	-2	i	12	i	i	3	0.5
COc1ccc2c(c1)c1nnc(SCC(=O)NC3CC3)nc1n2C	i	i	-1	i	8	i	0	i	i	5	0.1
Cc1ccc(NC(=O)CSc2ccc(Br)cc2)cc1S(=O)(=O)N1CCOCC1	i	i	.	i	28	i	.	i	i	-8	0.4
O=C(Cc1n[nH]c(=O)[nH]c1=O)N/N=C/CCc1ccccc1	i	i	-25	i	9	i	-4	i	i	7	-0.4
Cc1nn(-c2ccccc2)c2c1C(c1ccccc1)C(C#N)=C(N)O2 (stereo unspecified)	i	i	-6	i	6	i	0	i	i	-11	-0.4
Cc1onc(-c2c(F)cccc2Cl)c1C(=O)NC(=S)NC1CCSC1=O (stereo unspecified)	i	i	15	i	2	i	6	i	i	-2	-0.1
CC(Oc1ccccc1)C(=O)N1CCN=C1SCc1ccc(F)cc1 (stereo unspecified)	i	i	-11	i	-2	i	2	i	i	-11	-0.3
OC1(c2cccs2)CN(c2ccc(Cl)cc2)C2=[N+]1CCCS2 (stereo unspecified)	i	i	-43	i	2	i	-1	i	i	-9	-0.1
COC(=O)c1cc(S(=O)(=O)N2CCC(C(N)=O)CC2)oc1C	i	i	-7	i	-5	i	0	i	i	-8	0.2
Clc1cccc(-c2csc(Nc3cccnc3)n2)c1	i	i	-9	i	-20	i	3	i	i	-59	1.7
(further entries)
SMILES	TRPC6 inh	TRPC4 agonist	KLF5 inhibitor	MrgX1 antag	SKKanGAS inh	TRPC4 PAM	IEC-6 tox	TRPC6 act	TRPC4 inh	aSyn UTR inh	HIF act
CSCCC(NC(=O)c1ccco1)C(=O)OCC(=O)Nc1sccc1C#N (stereo unspecified)	i	i	1	i	3	i	1	i	i	-14	-0.3
Cc1cccc(NC(=O)c2nc(-c3ccccc3)n(-c3ccccc3)n2)c1C	i	i	-9	i	3	i	-4	i	i	-3	-0.3
CS(=O)(=O)N1CCN(C(=O)c2ccc(Br)s2)CC1	i	i	-21	i	-18	i	-7	i	i	-21	-0.6
COc1cccc(C2C(C(=O)OCc3ccccc3)=C(C)Nc3ncnn32)c1OC (stereo unspecified)	i	i	-19	i	-8	i	0	i	i	31	-0.6
Cn1nc(-c2ccccc2)cc1NS(=O)(=O)c1ccc(C#N)cc1	i	i	-9	i	13	i	4	i	i	2	0.1
CCCCNC(=O)Nc1nnc(C(C)(C)C)s1	i	i	-7	i	5	i	0	i	i	-50	0.6
CCc1nc2ccccc2[nH]1	i	i	-48	i	-5	i	-1	i	i	-20	-0.6
CCCc1nnc(NC(=O)CN2C(=O)c3ccccc3C2=O)s1	i	i	-24	i	-9	i	2	i	i	-5	0.7
CCn1ncc(Br)c1C(=O)Nc1ccc(C(=O)OC(C)C)cc1	i	i	-19	i	5	i	2	i	i	-10	0.0
Cc1ccc(S(=O)(=O)C(C#N)c2nc3ccccc3nc2N2CC(C)OC(C)C2)cc1C (stereo unspecified)	i	i	-64	i	19	i	0	i	i	32	0.2
CC1(C)C(=O)C2(CCCC2)C(=O)OC1c1ccco1 (stereo unspecified)	i	i	-22	i	1	i	-4	i	i	-11	0.2
CCC(C)(C)NC(=O)C(c1ccc(F)cc1)N(Cc1ccco1)C(=O)c1snc(C(N)=O)c1N (stereo unspecified)	i	i	12	i	-9	i	-1	i	i	-11	0.0
COCCN(C(=O)c1ccccc1)c1nc(-c2ccc(OC)cc2)cs1	i	i	-10	i	-9	i	5	i	i	-12	0.5
CCC(C(=O)OCCOCCN(CC)CC)c1ccccc1 (stereo unspecified)	i	i	-30	i	2	i	-1	i	i	3	-0.2
CC(/C=N/N1CCN(c2ccccc2)CC1)=C\c1ccco1	i	i	-25	i	11	i	-7	i	i	-101	.
